MITF primary: human MITF inhibition, primary screen; AlphaScreen MITF homodimerization, bead proximity signal; inhibition, % at 2.6 µM; AID 1259374; 650,000 compounds, 0.91% hits; O75030; in the data active means inhibition above about 50%;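 further: 0% = vehicle wells with protein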
Target sequence (O75030 whole entry, looked up): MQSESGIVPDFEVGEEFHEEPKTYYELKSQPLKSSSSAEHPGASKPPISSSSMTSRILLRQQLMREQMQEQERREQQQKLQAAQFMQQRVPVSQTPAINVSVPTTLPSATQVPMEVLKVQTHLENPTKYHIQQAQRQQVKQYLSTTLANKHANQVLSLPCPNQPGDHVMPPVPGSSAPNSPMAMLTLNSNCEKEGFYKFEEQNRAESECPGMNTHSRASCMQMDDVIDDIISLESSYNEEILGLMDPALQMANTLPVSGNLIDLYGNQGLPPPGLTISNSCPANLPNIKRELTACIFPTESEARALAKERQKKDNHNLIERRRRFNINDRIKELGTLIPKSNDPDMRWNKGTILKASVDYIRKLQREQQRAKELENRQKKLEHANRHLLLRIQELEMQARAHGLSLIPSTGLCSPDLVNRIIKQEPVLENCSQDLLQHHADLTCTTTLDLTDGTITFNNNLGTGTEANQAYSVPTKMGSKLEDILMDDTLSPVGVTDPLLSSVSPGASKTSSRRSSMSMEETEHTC
TEAD-YAP block: TEAD-YAP interaction inhibition | HEK-TIYL cells, TEAD-Gal4/YAP UAS-luciferase luminescence | inhibition, % at 9.12 µM | 640,000 compounds, 1.4% hits | AID 1259422; in the data active means inhibition above about 32%;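 further: 0% = median of test compound wells and 100% = reference inhibitor wells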
FBW7 act: activators of human E3 ligase FBW7 | Q969H0 | AlphaScreen FBW7–phospho-cyclin E peptide binding, activator screen | normalized activity (activation), % at 26.1 µM | 650,000 compounds, 0.13% hits; in the data active means normalized activity above about 1.9%;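 further: purified mutant Fbw7 with reduced substrate affinity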
GPR151 activ: activates the human receptor GPR151. Q8TDV0. activation, % at 11.2 µM. 650,000 compounds, 1% hits. PathHunter beta-arrestin GPR151 cells, luminescence; in the data active means activation above about 4.9%;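 further: 0% = median of compound wells and 100% = cells with positive control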
Target sequence (Q8TDV0 whole entry, looked up): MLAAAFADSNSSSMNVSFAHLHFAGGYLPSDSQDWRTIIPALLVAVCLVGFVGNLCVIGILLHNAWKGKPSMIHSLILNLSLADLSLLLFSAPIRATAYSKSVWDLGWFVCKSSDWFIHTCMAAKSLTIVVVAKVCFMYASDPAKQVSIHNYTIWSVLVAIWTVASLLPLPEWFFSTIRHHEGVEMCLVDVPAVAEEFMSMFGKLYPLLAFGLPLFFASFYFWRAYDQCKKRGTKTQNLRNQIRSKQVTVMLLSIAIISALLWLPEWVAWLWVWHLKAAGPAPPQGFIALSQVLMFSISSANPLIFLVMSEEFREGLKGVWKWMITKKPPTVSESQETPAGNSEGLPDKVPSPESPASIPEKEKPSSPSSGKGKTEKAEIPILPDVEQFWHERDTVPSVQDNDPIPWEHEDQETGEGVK
* hit, by the source's call; & = joins results of further samples.

SMILES | MITF primary | TEAD-YAP block | FBW7 act | GPR151 activ
CCc1[nH]nc2c1C(c1cc(OC)ccc1OC)C(C#N)=C(N)O2 (stereo not given) | -1 | 6 | 0.0 | -0.5
CN1C(C(=O)NC2CCCCC2)=CC(c2ccco2)=NS1(=O)=O | -7 | -8 | -0.1 | 2.2
Cc1ccc(NC(=O)NC(=O)CSc2nc(N)cc(N)n2)c(C)c1 | -7 | -2 | 0.0 | 1.6
NC(=O)c1c(NC(=O)c2ccc(Br)cc2F)sc2c1CCCC2 | 2 | -6 | -0.1 | -1.0
COc1cc(CN2CCN(c3ccccn3)CC2)cc(Br)c1O | 42 | 6 | 0.1 | -0.9
Cc1ccc(OCC(O)CN2C(=O)NC(C)(C)C2=O)c(Cl)c1 (stereo not given) | 11 | 9 | 0.1 | 0.1
CC(=O)c1sc(-c2c(N)n(C)c(=O)n(C)c2=O)nc1-c1cccs1 | -3 | 5 | -0.2 | -0.9
NS(=O)(=O)c1ccc(NC(=O)CCC(=O)NCCO)cc1 | 4 | 5 | 0.2 | 0.7
CCCCNS(=O)(=O)c1ccc(NS(=O)(=O)c2ccc(OC)cc2)cc1 | -16 | 12 | -0.1 | -1.1
COc1ccc2c(c1)c(C=O)c(C)n2C | 14 | -2 | 0.4 | -1.8
O=C(NCc1cccs1)c1ccccc1NC(=O)C(F)(F)F | 1 | 1 | 0.5 | 0.3
COc1ccc(CCN2C(=O)CC(C(=O)NCCc3ccccc3)SC2=Nc2ccc(Cl)cc2)cc1 (stereo not given) | -3 | -7 | 0.1 | -0.6
COc1ccccc1/C=N/OCc1ccc(C#N)cc1 | -8 | -2 | 0.1 | 0.3
CCc1ccc(OCC(=O)N/N=C/c2cc([N+](=O)[O-])cs2)cc1 | 6 | -15 | 0.2 | 0.2
COc1cccc(NC(=O)c2cc([N+](=O)[O-])ccc2N2CCCCC2)c1 | 12 | -7 | -0.2 | 3.7
O=C(NC1CCCCCCCCCCC1)c1cnc2n(c1=O)CCS2 | 12 | 7 | 0.0 | -0.3
O=C1NC2NC(=O)N(CCO)C2N1 (stereo not given) | 5 | 0 | 0.2 | -0.3
Oc1c(C(=Nc2ccc(Br)cc2)c2ccccc2)sc2ccccc12 | 9 | 3 | 0.0 | 0.9
O=C(CCC(=O)Nc1ccc(Cl)cc1)N/N=C\c1cccc(Br)c1 | 18 | 2 | 0.1 | -0.2
Cn1c(=O)oc2cc(S(=O)(=O)Nc3ccc(Br)cc3)ccc21 | 14 | 5 | 0.1 | 1.0

Among those listed so far, two contain a cyano group:
SMILES | MITF primary | TEAD-YAP block | FBW7 act | GPR151 activ
CCc1[nH]nc2c1C(c1cc(OC)ccc1OC)C(C#N)=C(N)O2 (stereo not given) | -1 | 6 | 0.0 | -0.5
COc1ccccc1/C=N/OCc1ccc(C#N)cc1 | -8 | -2 | 0.1 | 0.3

Additional entries:
SMILES | MITF primary | TEAD-YAP block | FBW7 act | GPR151 activ
CC(Oc1ccccc1)C(=O)Nc1ccccc1Br (stereo not given) | -13 | -6 | 0.0 | -0.3
O=C(Cc1cccs1)NCCCCc1ccccc1 | 11 | -27 | 0.0 | 1.5
CCc1ccccc1NC(=S)N(Cc1ccc(Cl)cc1)Cc1ccc(C(=O)O)cc1 | 13 | 17 | -0.1 | -0.6
CCC(C)NC(=O)CSc1nc2ccsc2c(=O)n1Cc1ccc(OC)cc1 (stereo not given) | 7 | -10 | -0.1 | 0.2
CSc1ccccc1NC(=O)c1cnn2c1NC(c1cccs1)CC2C(F)(F)F (stereo not given) | 23 | 2 | 0.0 | 1.3
CCOC(=O)c1c(NC(=O)CC)sc2c1CCC/C2=N/O | -9 | -2 | -0.1 | -0.8
Cc1c(N2C(=O)c3ccc(Cl)cc3C2=O)c(=O)n(-c2ccccc2)n1C | -24 | -2 | 1.0 | 0.3
CN(C)c1ccc(C2C3=C(CC(C)(C)CC3=O)OC3=C2C(=O)CC(C)(C)C3)cc1[N+](=O)[O-] | 7 | -3 | 0.1 | -0.7
O=C(NCC1(c2cccs2)CCOCC1)Nc1ccccc1F | 12 | -5 | 0.2 | -0.4
COc1ccc(C(=O)N2C(C)CCCC2C)cc1OC (stereo not given) | 18 | 2 | 0.3 | -1.1
COc1ccn2c(C3CCN(C(C)=O)CC3)nc(-c3ccc(Cl)cc3)c2c1 | 21 | -38 | -0.1 | 0.9
Cc1csc(SCC(=O)N2CCCC(CNS(=O)(=O)c3cccs3)C2)n1 (stereo not given) | 8 | 2 | 0.3 | 0.8
CNC(=S)NNC(=O)c1cc(OC)c(OC)c(OC)c1 | 3&0 | -7&2 | 0.1&0.0 | 0.7&-0.3
CCC1CCCCN1C(=O)C(=O)c1c(C)[nH]c2ccccc12 (stereo not given) | -3 | -5 | -0.2 | 0.5
CN1CCN(C(=O)c2ccc(-c3ncc(C(=O)NCc4cccnc4)s3)cc2)CC1 | 4 | -17 | -0.1 | 0.4
CC(=O)Nc1ccc(NC(=O)C2CCN(C(=O)c3ccc([N+](=O)[O-])cc3)CC2)cc1 | -8 | -1 | 0.0 | 2.7
O=C(NCc1nc2ccccc2[nH]1)C1CCN(c2ccc(Nc3ccncn3)nn2)CC1 | -2 | -4 | -0.1 | -1.9
C=CCN1C(=O)/C(=C\c2cc(OC)c(OC)c(OC)c2)C(=O)NC1=S | 1 | -9 | -0.1 | 2.2
CC(C(=O)NCC1Cc2c(ccc3cc(-c4ncccn4)ccc23)O1)N1CCOCC1 (stereo not given) | 14 | 3 | 0.3 | -1.0
CCCCc1ccc(N2C(=O)c3cccc4cccc(c34)C2=O)cc1 | -6 | 3 | 0.2 | -0.5
Cc1ccc2oc(=O)c3cnn(CC(=O)N4CCN(c5ccc(F)cc5)CC4)c3c2c1 | 1 | -4 | -0.1 | -0.1
COCCNC(=S)NNC(=O)C(C)(C)O | -3 | -6 | -0.1 | 0.8
CCOc1ccc2cc(C3CC(c4ccc(OC)cc4)=NN3S(=O)(=O)c3ccc(C)cc3)c(Cl)nc2c1 (stereo not given) | 10 | -4 | 0.6 | 0.7
Cc1ccc(-c2nnnn2C2C/C(=N\NC(N)=S)C3OCC2O3)cc1 (stereo not given) | 2 | 2 | -0.1 | 0.4
Cc1ccc(C2OC3(C(=O)c4ccccc4C3=O)C3C(=O)N(c4cc(Cl)ccc4Cl)C(=O)C23)cc1 (stereo not given) | 20 | 11 | 0.2 | -0.2
COc1ccc(Cl)cc1NC(=O)Nc1ccc2c(c1)CC(=O)N2C | -6 | -4 | -0.2 | 1.8
O=C1NC2(CCN(C(=O)Cc3ccc(F)cc3Cl)CC2)Nc2ccccc21 | -9 | -7 | 0.1 | 0.0
C#CCn1cc(/C=C(/C#N)C(=O)NC(C)C)c2ccccc21 | 0 | -4 | -0.2 | 1.1
O=C(CC1S/C(=N\N=C\c2cccs2)NC1=O)Nc1ccccc1F (stereo not given) | 17 | 0 | 0.5 | -0.9
COc1ccc(Cl)cc1C(=O)NC1C2CC3CC(C2)CC1C3 (stereo not given) | 8 | 8 | 0.1 | 5.0*

Some of these compounds in order of molar mass, largest number first.
SMILES | MITF primary | TEAD-YAP block | FBW7 act | GPR151 activ
CCC(C)NC(=O)CSc1nc2ccsc2c(=O)n1Cc1ccc(OC)cc1 (stereo not given) | 7 | -10 | -0.1 | 0.2
CCOC(=O)c1c(NC(=O)CC)sc2c1CCC/C2=N/O | -9 | -2 | -0.1 | -0.8
COc1ccc2c(c1)c(C=O)c(C)n2C | 14 | -2 | 0.4 | -1.8

Continued.
SMILES | MITF primary | TEAD-YAP block | FBW7 act | GPR151 activ
COc1ccc(CNC(=S)NCC(c2cccs2)N(C)C)cc1 (stereo not given) | -2 | -10 | -0.3 | 0.2
O=C1c2ccccc2C(=O)N1c1ccc(Cl)c(Cl)c1 | 11 | 4 | 0.1 | 0.3
Cc1ccc(S(=O)(=O)NC(=O)Nc2nc3ccccc3s2)cc1 | 5 | -6 | 0.1 | -0.1
CCOc1ccc(/C=C2/N=C(c3c(-c4ccccc4)noc3C)OC2=O)cc1 | 12 | 0 | 0.1 | -0.7
O=C(OCCCn1c(=O)[nH]c2ccccc21)C1(c2ccccc2)CC1 | 16 | -8 | 0.2 | -0.8
CC1CN(C(=O)CCC(=O)NCCCN2C(C)CCCC2C)c2ccccc2O1 (stereo not given) | -5 | -4 | -0.2 | 2.5
C/C(N)=C(/C#N)C(=O)CSc1cccc[n+]1[O-] | -1 | -3 | 0.1 | 0.6
CCCCCCOc1ccc(NC(=O)c2ccc(-c3ccc(CC)cn3)cc2)cc1 | 2 | 10 | 0.1 | -1.4
CCOc1ccc(NC(=O)CSc2nc3ccsc3c(=O)n2-c2ccc(C(=O)O)cc2)cc1 | 8 | -2 | 0.3 | -0.6
CSc1c(-c2ccccn2)c(N)nn1C(=O)C1CC1 | 14 | -2 | 1.4 | -1.6
C=CCN1C(=O)C(CC(=O)O)SC1=Nc1ccc(C(=O)O)cc1 (stereo not given) | -8 | -7 | 0.0 | -0.5
O=C(/C=C/c1cccs1)N1CCC2(CC1)CC2C(=O)N1CCN(c2ccccc2)CC1 (stereo not given) | 0 | -3 | 0.6 | -0.5
CCOC(=O)N1CCN(C(=O)CN(c2cc(C(F)(F)F)ccc2Cl)S(C)(=O)=O)CC1 | -2 | 5 | 0.1 | 0.7
CC1(C)CC2CC(C)(CN2C(=O)COC(=O)c2ccccc2)C1 (stereo not given) | 6 | 14 | 0.3 | 0.4
COc1ccc(C2=CC(c3ccc(C(F)(F)F)cc3)n3nnnc3N2)cc1OC (stereo not given) | -3 | 2 | -0.1 | -0.3
CCC(=O)Oc1ccc(NC(=O)Oc2ccccc2)cc1 | 6 | -6 | 0.0 | 2.3
COc1ccc(C(=O)NCc2ccccc2Cl)c(OC)c1 | 11 | 0 | 0.0 | -1.7
COc1cccc(C2C(C#N)=C(N)Oc3n[nH]c(-c4cc(OC)ccc4OC)c32)c1 (stereo not given) | 4 | 0 | -0.3 | 0.4
COc1cc(C)ccc1OCCN1CC(C)OC(C)C1 (stereo not given) | 34 | 0 | -0.3 | -0.2
CCOC(=O)c1c(C)n(C)c2ccc(OC(=O)c3cccc(Cl)c3)cc12 | -1 | -2 | -0.3 | -1.2

In a second layout: results already given.
mol	MITF primary	TEAD-YAP block	FBW7 act	GPR151 activ
COc1cccc(C2C(C#N)=C(N)Oc3n[nH]c(-c4cc(OC)ccc4OC)c32)c1 (stereo not given)	4	0	-0.3	0.4
COc1cc(C)ccc1OCCN1CC(C)OC(C)C1 (stereo not given)	34	0	-0.3	-0.2
CCOC(=O)N1CCN(C(=O)CN(c2cc(C(F)(F)F)ccc2Cl)S(C)(=O)=O)CC1	-2	5	0.1	0.7
CCOC(=O)c1c(C)n(C)c2ccc(OC(=O)c3cccc(Cl)c3)cc12	-1	-2	-0.3	-1.2
COc1ccc(C(=O)NCc2ccccc2Cl)c(OC)c1	11	0	0.0	-1.7

Other entries follow:
SMILES | MITF primary | TEAD-YAP block | FBW7 act | GPR151 activ
Cn1c(=O)c2c(nc(N3CCNCC3)n2CCCOc2ccccc2)n(C)c1=O | -6 | -10 | -0.2 | -1.1
O=C(Nc1ccc([N+](=O)[O-])cc1)c1cccc(Cl)c1Cl | 9 | -28 | -0.1 | 2.9
Cc1csc(NC(=O)CSc2nnc3ncccn23)n1 | -58 | 6 | 1.2 | -0.6
Cc1cccc2cc(CN(Cc3ccc(F)cc3)C(=O)c3cccnc3)c3nnnn3c12 | -12 | -1 | 0.1 | 0.0
COC(=O)C[C@H]1C(C)(C)[C@@H](OC(C)=O)[C@@H]2CC3=C4CC(=O)O[C@@H](c5ccoc5)[C@]4(C)CCC3[C@@]1(C)C2=O (stereo not given in full) | 12 | -5 | -0.1 | -0.1
Cc1cccc(-c2nsc(SCC(=O)NC3CCCC3)n2)c1 | 5 | 4 | 0.3 | 1.7
O=C1CC(=O)Nc2cc(S(=O)(=O)NCCc3ccc(Cl)cc3)ccc2N1 | 2 | 6 | 0.3 | 0.5
N#CCCn1c2ccccc2c2ccccc21 | 0 | 11 | 0.1 | -0.2
O=C(Nc1ccccc1)c1cccc(Nc2ccc(-n3ccnc3)cc2)c1 | 1 | -11 | -0.3 | 0.4
O=C(NCc1nc(-c2ccncc2)n[nH]1)c1cccs1 | -14&14 | 5&8 | 0.5&-0.5 | 2.0&1.8
CCc1ccc(NC(=O)c2cc(S(=O)(=O)NCc3ccccc3OC)ccc2F)cc1 | 12 | 3 | 0.2 | 1.5
O=C(NC1CCCCCCC1)c1cccc(N2CCCC2=O)c1 | -8 | 46* | -0.1 | -0.1
O=[N+]([O-])c1cccc(-c2csc(Nc3ccccc3)n2)c1 | -4 | -44 | -0.2 | 2.8
CC1CCN(S(=O)(=O)c2cccc(S(=O)(=O)c3cccc(S(=O)(=O)N4CCC(C)CC4)c3)c2)CC1 | -19 | -1 | 0.3 | 1.9
Cn1c(=O)cc(N2CCN(c3ccccn3)CC2)n(Cc2ccc(F)cc2F)c1=O | 10 | 3 | 0.0 | 0.6
CC(C)COC(=O)N1CCCC1C(=O)Nc1ccc(Cl)cc1 (stereo not given) | 10 | 2 | 0.2 | 1.0
COc1cc(C)c(C)cc1S(=O)(=O)NCCOC12CC3CC(CC(C3)C1)C2 | -18 | -1 | -0.1 | -0.6
Cc1nc(SCC(=O)NCCc2ccccc2)[nH]c(=O)c1C#N | -4 | 13 | 0.1 | 0.4
COc1ccccc1/C=C/C=C1N=C(/C=C/c2ccccc2)OC/1=O | 5 | 0 | -0.1 | -0.5
CCN(CC)C(C(=O)NC1CCCC1)c1ccc(OC)cc1 (stereo not given) | -8 | -10 | -0.1 | -2.4
COc1ccc2nc(NC(=O)c3sc4ncn(Cc5cccc(F)c5)c(=O)c4c3C)sc2c1 | 2 | -2 | 0.5 | -0.8
COc1ccc(NC(=O)Nc2nnc(C34CC5CC(CC(C5)C3)C4)s2)cc1 | 12 | -15 | 0.0 | -0.5

Compound activity deposited in PubChem BioAssay by The Scripps Research Institute Molecular Screening Center.
